AID inhibitor – inhibitors of human activation induced cytidine deaminase | 91,000 tested, 0.32% active | AID 1347428 | Potency, µM (top dose mostly 115 µM), without a hit: top-dose activity change, negative = inhibition, hits mostly inhibitors | AID deamination FRET fluorescence, UDG-coupled, 4 h; further: nearly all actives have a fitted effect of over 25% in size
Target sequence (Q9GZX7 whole entry, looked up): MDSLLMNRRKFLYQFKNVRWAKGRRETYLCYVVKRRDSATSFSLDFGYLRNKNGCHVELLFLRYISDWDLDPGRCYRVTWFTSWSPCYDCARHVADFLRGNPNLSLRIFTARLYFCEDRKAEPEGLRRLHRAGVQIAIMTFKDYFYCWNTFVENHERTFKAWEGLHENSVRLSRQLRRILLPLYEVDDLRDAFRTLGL
UDG counter – blocks uracil-DNA glycosylase in AID counter-screen; FRET deamination/UDG coupled assay, UDG read, 4 h; Potency, µM (highest dose often 115 µM), for the others: at the top dose activity change, negative = inhibition, most hits filed as inhibitors; 91,000 tested, 0.14% active; further: nearly all actives have a fitted effect of over 65% in size
* = called active by the depositor; ? = inconclusive; & = joins results of further samples; [ ] = remark or other dose. The call rests on the fitted dose curve; in most records, active means well fitted curve in the direction sought with a large enough effect; inconclusive means small, poorly fitted or top-dose-only effect, or another doubt; inactive means no such curve, though single readings can be large; an effect the other way counts as inactive or inconclusive. On the % scale 0 is the no-effect control and ±100 the full control effect; potency means the concentration at half of the fitted maximal effect. This is a subset; rates above refer to the full screens.

SMILES	AID inhibitor	UDG counter
COC(=O)c1c(NC(=O)c2nc(SCc3cccc(C)c3)ncc2Cl)sc2c1CCCC2	1%	2%
COc1cccc(-c2cc(C(=O)N3CCCC3)c3ccccc3n2)c1	17%	3%
CCCN(CCC)c1ccc(C2N=C(N)Nc3nc4ccccc4n32)cc1 (stereo not drawn)	-25%	-11%
CCOC(=O)c1c(NC(=O)/C(C#N)=C/c2ccc(OC)cc2)sc2c1CCC2	15%	4%
CNC(=O)c1ccc(NC(=O)C2CCN(S(=O)(=O)c3ccc4c(c3)CCC4)CC2)cc1	-3%	-8%
CCOc1ccc(NC(=O)Cc2cc(Cl)c3c(c2)OCCCO3)cc1S(=O)(=O)N1CCCC1	2%	1%
Cc1ccc(C(=O)Nc2ccc(-c3nc4ccccc4s3)c(O)c2)c(C)c1	-25%	-9%
COc1ccccc1CCNC(=O)Cc1c(C)c2c(cc(C)c3c(C)c(C)oc32)oc1=O	3%	13%
COc1ccc(-c2c(C)nn3c(N4CCN(c5cc(Cl)ccc5C)CC4)cc(C)nc23)cc1OC	-30%	-9%
CC(C)Oc1ccccc1C1C=C(C(=O)O)Nc2ncnn21 (stereo not drawn)	27%	-12%
CCCCN(C)c1nnc(NC(=O)Nc2cc(Cl)c(OC)cc2OC)s1	-1%	-6%
COc1ccc(-c2nc(CC(=O)NC3CCN(Cc4ccccc4)CC3)cs2)cc1	-9%	2%
Cc1nc2nncn2c(NCc2ccc(Cl)cc2)c1C	-20%	-3%
O=C(NCc1ccccc1)c1ccc2c(c1)sc1nc(-c3ccc(F)cc3)cn12	9%	7%[57.5 µM]
Brc1cccc(/C=N/Nc2cccc3cccnc23)c1	-11%	-10%
Cc1ccc(S(=O)(=O)N2CCN(CCNC(=O)c3ccccc3C(F)(F)F)CC2)cc1	-1%	-1%
COc1cccc(NC(=O)C2CCN(c3nnc(-n4c(C)ccc4C)s3)CC2)c1	-8%	-12%
Cc1nn(-c2ccccc2)c2sc(C(=O)Nc3ccccc3Br)cc12	-14%	11%
O=C(Cn1c(=O)oc2ccccc21)NCc1cccc(Cl)c1	-2%	?
COc1ccc(CCNC(=O)c2cnn(-c3ccc(F)cc3)c2C2CCN(C(=O)OC(C)(C)C)CC2)c(OC)c1	?	?
CCOc1ccc(-c2cc(=O)c3ccc(NC(=O)c4ccccc4C)cc3o2)cc1	-5%	2%
O=C(NCCN1CCOCC1)c1cc(-c2cccs2)nc2ccccc12	-6%	9%
Cc1ccc(-n2nc(C(=O)N3CCN(c4ccc(F)cc4)CC3)c(=O)n(C)c2=O)cc1	-15%	3%
Cc1cc(C)c2c(=O)cc(CSc3nnc(-c4ccccc4)n3C)[nH]c2c1	-16%	-13%[57.5 µM]
O=C(CSc1nnc2ccccn12)c1ccc(F)cc1	-2%	4%
COc1cccc(Nc2nc3c(S(=O)(=O)c4ccccc4)nnn3c3ccsc23)c1	-4%	-7%
COc1ccc(OC)c(C2CC(=O)Nc3c2c(=O)[nH]c2nc4ccccc4n32)c1 (stereo not drawn)	-5%&2%	0%&-2%
O=c1c2c3c(sc2n(Cc2cc(=O)n4ccccc4n2)c(=O)n1-c1ccccc1)CCC3	-1%	-1%[57.5 µM]
COc1cccc(NC(=O)c2sc3ncnc(N(C)c4ccccc4)c3c2C)c1	-25%	-5%
Cc1ccccc1/C=C/C1=NCCN1	-5%	5%

Single records, as listed above. Order of screens: AID inhibitor | UDG counter
Record of `CCOc1ccc(-c2cc(=O)c3ccc(NC(=O)c4ccccc4C)cc3o2)cc1` : -5% | 2%
Record of `O=C(CSc1nnc2ccccn12)c1ccc(F)cc1` : -2% | 4%
Record of `Cc1ccc(-n2nc(C(=O)N3CCN(c4ccc(F)cc4)CC3)c(=O)n(C)c2=O)cc1` : -15% | 3%
Record of `COc1cccc(Nc2nc3c(S(=O)(=O)c4ccccc4)nnn3c3ccsc23)c1` : -4% | -7%
Record of `COc1cccc(NC(=O)c2sc3ncnc(N(C)c4ccccc4)c3c2C)c1` : -25% | -5%

Continued.
SMILES	AID inhibitor	UDG counter
CCc1ccc(NC(=O)C2CCCN(S(=O)(=O)c3cccc4nsnc34)C2)cc1 (stereo not drawn)	7%	0%
NC(CCCc1ccccc1)c1ccccc1 (stereo not drawn)	2%	5%
COc1ccc(-n2cnc3cc(C(=O)NC4CCCCCC4)ccc32)cc1	-21%	-3%
CC(=O)Oc1c(Cl)cc(Cl)cc1Sc1cc(Cl)cc(Cl)c1OC(C)=O	-7%	-10%
CCN(CC)CC1CCN(C(=O)CCc2c[nH]c3ccccc23)CC1	2%	-5%
CCOC(=O)c1ccc(NS(=O)(=O)c2cc3c(cc2C)n(C)c(=O)c(=O)n3C)cc1	-5%	-14%[57.5 µM]
Cc1ccc(S(=O)(=O)N2CCN(CCNC(=O)c3ccccc3)CC2)cc1	0%	0%
CCCCN1C(=O)CN(C2CCCCCC2)C(=O)C1c1ccc(OCCC)c(OC)c1 (stereo not drawn)	-16%	-7%[57.5 µM]
CCc1ccc(CNC(=O)c2sc3nc[nH]c(=O)c3c2C)cc1	12%	21%
COc1ccc(N2CCN(S(=O)(=O)CCNC(=O)c3c(F)cccc3Cl)CC2)cc1	7%	2%
CC1CCC(NC(=O)Cn2ncc3c4ccccc4n(Cc4ccc(Cl)cc4)c3c2=O)CC1 (stereo not drawn)	9%	-10%
Cc1ccc(-n2ncc3c(NCCCN4CCOCC4)ncnc32)cc1Cl	-4%	-11%
Cc1ccc(CNc2nc3ccccc3c3nc(-c4cccc(C)c4)nn23)cc1	11%	-1%
COc1cccc(CNC(=O)c2cc(=O)[nH]c3ccc(S(=O)(=O)N4CCCC4)cc23)c1	3%	9%
Cc1ccc(S(=O)(=O)NCCc2csc3nc(-c4ccccc4C)nn23)cc1	-4%	4%

Compounds shown so far that contain bromine (two):
SMILES	AID inhibitor	UDG counter
Brc1cccc(/C=N/Nc2cccc3cccnc23)c1	-11%	-10%
Cc1nn(-c2ccccc2)c2sc(C(=O)Nc3ccccc3Br)cc12	-14%	11%

Other structures follow:
SMILES	AID inhibitor	UDG counter
O=C(NCc1ccc(Cn2cncn2)cc1)c1ccccc1F	-2%	-6%
O=C(Nc1ccc(F)cc1F)c1ccc2c(c1)CCN2S(=O)(=O)c1ccc(Cl)cc1	-19%	-5%
Cc1ccc(-c2ccc(O)c(C)c2)cc1	-8%	-13%
O=C(O)c1ccc(F)c(Br)c1	0%	-8%
Cc1ccccc1-c1ccc2cccc(C)c2n1	-7%	-3%
COc1ccccc1NC(=O)C1=C(C)Nc2nc(SCc3ccccc3)nn2C1c1cccnc1 (stereo not drawn)	25%	7%
Clc1ccc2[nH]c3c(c2c1)CCCC3	-10%	-8%
COc1cccc(N2CCN(c3ncnc4onc(-c5ccc(F)cc5)c34)CC2)c1	3%	29%
CN(C(=O)c1ccc2c(Cl)c3c(nc2c1)CCC3)c1ccccc1F	?	-12%
COC(=O)COc1ccc2oc(C)c(C(=O)OC(C)C)c2c1	-7%	4%
Cc1ccc2sc(N(Cc3cccnc3)C(=O)Cc3ccccc3)nc2c1C	-20%	11%
COc1cc(C(=O)/C=C/c2ccccc2F)ccc1S(C)(=O)=O	-15%	-4%
Cc1ccc(NC(=O)Cn2nc(C)n3cccc3c2=O)c(C)c1	2%	-7%
COCCNC(=O)Cn1c(=O)n(-c2ccc(C)c(C)c2)c(=O)c2c3c(sc21)CCCCC3	5%	0%
CCOC(=O)c1ccc(NC(=O)Nc2ccc3snnc3c2)cc1	-16%	-5%
N#Cc1ccccc1-c1ccc(C=O)o1	1%	-3%
CCCN(CCC)S(=O)(=O)c1ccc(C(=O)Nc2c(C)n(C)n(-c3ccccc3)c2=O)cc1	-16%	-16%
CCSc1ncc(Cl)c(C(=O)Nc2ccc(S(=O)(=O)N3CCCCC3C)cc2)n1 (stereo not drawn)	9%	1%
O=C(Oc1ccc(OCc2ccccc2)cc1)c1ccc(F)cc1Cl	5%	13%
CCOC(=O)c1ccccc1NC(=O)NCc1c(-n2cccc2)sc2c1CCN(C)C2	11%	-13%
CC(=O)Nc1ccc(N(C(=O)Cn2nnc3ccccc32)C(C(=O)NCc2ccccc2)c2ccc(C)cc2)cc1 (stereo not drawn)	-13%	-8%
CN1CCN(CC(C#N)C(O)c2ccncc2)CC1 (stereo not drawn)	8%	6%
COc1ccc(-c2[nH]c(-c3cccc(OC)c3)nc2SCC(=O)NC2CCCC2)cc1	-18%	3%
Cc1ccc2c(c1)C(c1ccccc1)N(C(=O)COc1ccc(Cl)cc1Cl)CC(=O)N2 (stereo not drawn)	?	-13%
CCc1ccc(-c2cc(C(F)(F)F)on2)cc1S(=O)(=O)Nc1cc(OC)ccc1OC	-11%	-12%
CC(c1ccccc1)C(CC(=O)O)C(=O)O (stereo not drawn)	-1%	-1%
COc1ccc(CNCc2cccs2)c(OC)c1	-5%	0%
COc1ccc(S(=O)(=O)N2CCCCC2)cc1C(=O)Nc1cccc(C(F)(F)F)c1	-4%	-4%
CC(C)n1nnnc1SCC(=O)N(Cc1cccs1)c1ccc2c(c1)OCCO2	-12%	-2%
CCOC(=O)C1CCCN(CCN(C)C)C1 (stereo not drawn)	5%	3%
COC(=O)N(C)CC(=O)NC1CCC(C)CC1 (stereo not drawn)	-4%	-16%
CCc1ccccc1N/C=C(\C#N)c1nc(-c2ccc(C)cc2C)cs1	-6%	3%
c1ccc2nc(C3=NCCN3)ccc2c1	-1%	-10%
CCCCNC(=O)NC(=O)CSc1nc(-c2ccco2)nc2ccccc12	-7%	-9%
Cc1ccc(NC(=O)c2ncoc2-c2cccs2)cc1F	2%	0%
CCOc1ccc(NC(=O)Cn2cc(S(=O)(=O)NC)c(S(=O)(=O)NC)c2)cc1	-6%	-23%
COc1ccccc1-c1nnc(SCC(=O)N(CC(C)C)CC(C)C)n1N	3%	-4%
CC(C)CCn1c(=O)c2sccc2n2c(CCCC(=O)Nc3ccc(C(C)C)cc3)nnc12	0%	-1%
CCOC(=O)c1cc2c(=O)n3ccccc3nc2n(CC2CCCO2)c1=NC(=O)c1ccccc1C (stereo not drawn)	13%	8%
CCOC(=O)N1CCc2c(sc3c2c(=O)n(Cc2ccccc2)c(=O)n3Cc2c(F)cccc2Cl)C1	?	-10%[57.5 µM]
CCOC1C(C2COC3(CCCCC3)O2)OC2OC3(CCCCC3)OC21 (stereo not drawn)	1%	6%
COc1ccc(-c2nc(SCC(=O)NC3CCCC3)c(-c3ccc(OC)cc3)[nH]2)cc1	-22%	3%
N#C/C(=C/c1ccc(OC(F)F)cc1)c1ccccn1	-5%	-3%
CCOc1ccc(N(C(C)C(=O)NCCSc2ccc(C)cc2)S(C)(=O)=O)cc1 (stereo not drawn)	-38%	-16%
CCCCCCCCCCCCS(=O)(=O)CC(O)c1ccccc1 (stereo not drawn)	4%	8%
COc1ccc2[nH]cc(CCNC(=O)c3cnn(-c4ccccc4Cl)c3C3CCN(C(=O)OC(C)(C)C)CC3)c2c1	22%	?
Cc1cc(C)cc(NC(=O)C(Cc2ccccc2)N2Cc3ccccc3C2=O)c1 (stereo not drawn)	4%	-4%
O=C(NCc1cccnc1)C(=O)NCC(c1cccnc1)N1CCN(c2ccc(F)cc2)CC1 (stereo not drawn)	0%	11%
CN1CCN(c2ccc3cc(S(=O)(=O)N4CCCC4)ccc3n2)CC1	2%	8%
CCC(Oc1ccccc1)C(=O)Nc1cc(C(=O)OCc2cc(=O)n3oc(C)cc3n2)ccc1OC (stereo not drawn)	1%	-2%
COC(=O)c1cccc(Nc2c(-c3ccc(OC)cc3)nc3nc[nH]n23)c1	299%[activator]	5%
Cc1cc(C)c(S(=O)(=O)Nc2cc(-c3cn4ccccc4n3)ccc2C)cc1C	17%	16%
O=C(O)c1cccc(NC(=O)c2cccc(S(=O)(=O)Nc3cccc(C(=O)O)c3)c2)c1	5%	-7%
Cc1nn2c(C)c(C(=O)NC(C)c3ccccc3)cnc2c1-c1ccc(F)cc1 (stereo not drawn)	9%	0%
COc1cc(C(=O)Nc2ccccc2OCc2cc(=O)n3c(C)csc3n2)cc(OC)c1OC	2%	-3%
CNC(=O)c1cccc(CNC(=O)C(C)(C)NC(=O)OC(C)(C)C)c1	0%	3%
CCOc1ccc(NC(=O)c2c(NC(=O)c3ccco3)sc3c2CCC(C(C)(C)C)C3)cc1 (stereo not drawn)	2%	-2%
Cn1nc(C(=O)N2CCN(c3cccc(Cl)c3)CC2)c2ccccc2c1=O	2%	-10%
Cc1noc2ncnc(NCc3ccccc3Cl)c12	-26%	-15%
O=C(Nc1ccc(F)c(F)c1F)c1ccc2ccccc2n1	2%	10%

Taken from above:
Value for `COc1cc(C(=O)Nc2ccccc2OCc2cc(=O)n3c(C)csc3n2)cc(OC)c1OC` in UDG counter: -3%
Value for `Cc1cc(C)cc(NC(=O)C(Cc2ccccc2)N2Cc3ccccc3C2=O)c1` (stereo not drawn) in UDG counter: -4%
Value for `CNC(=O)c1cccc(CNC(=O)C(C)(C)NC(=O)OC(C)(C)C)c1` in UDG counter: 3%
Value for `Cc1nn2c(C)c(C(=O)NC(C)c3ccccc3)cnc2c1-c1ccc(F)cc1` (stereo not drawn) in AID inhibitor: 9%
Value for `O=C(NCc1cccnc1)C(=O)NCC(c1cccnc1)N1CCN(c2ccc(F)cc2)CC1` (stereo not drawn) in AID inhibitor: 0%

(next part)
SMILES	AID inhibitor	UDG counter
C=CCOc1ccc(C(=O)NCC(F)(F)F)cc1	-2%	-8%
Cc1cccc2sc(N(Cc3cccnc3)C(=O)c3ccc(Cl)s3)nc12	-10%	0%
Cc1cccc(-c2nc(C)c(CCNC(=O)C(=O)Nc3c(C)cc(C)cc3C)s2)c1	-15%	-8%
CC(C)C(=O)N/N=C/c1ccc(Br)cc1	0%	2%
CCc1ccc(NC(=O)CCCc2nnc3n(C(C)CC)c(=O)c4sccc4n23)cc1 (stereo not drawn)	?	-3%
Cc1ccc(-c2c(NC(=O)CN3CCC(C(N)=O)CC3)oc3ccc(Cl)cc3c2=O)cc1	-3%	-4%
COc1ccc(-n2c(=O)c3c4c(sc3n(Cc3ccccc3)c2=O)CCC4)c(OC)c1	?	-11%
